# GluA2 TARP mod – modulators of AMPA receptor GluA2-stargazin complexes | O88602+P19491 | HEK293 GluA2+stargazin, membrane potential dye (FDSS), glutamate EC50; hits were called plate by plate, in both directions | calls only at 30 µM | 40,000 tested, 3.5% active;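 active means any of four per-well response measures lying three or more SD from its plate-wide compound average, in either direction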
# Target sequence (O88602 whole entry, looked up): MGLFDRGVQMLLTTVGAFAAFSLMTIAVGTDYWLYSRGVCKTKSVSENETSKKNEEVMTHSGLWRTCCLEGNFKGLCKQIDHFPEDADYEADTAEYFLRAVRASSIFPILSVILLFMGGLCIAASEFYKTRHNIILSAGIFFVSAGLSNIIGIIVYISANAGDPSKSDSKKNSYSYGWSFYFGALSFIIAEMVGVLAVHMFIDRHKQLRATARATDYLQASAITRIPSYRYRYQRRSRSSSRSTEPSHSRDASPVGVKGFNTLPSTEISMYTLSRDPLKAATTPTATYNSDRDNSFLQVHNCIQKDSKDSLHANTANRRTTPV
# Target sequence (P19491 whole entry, looked up): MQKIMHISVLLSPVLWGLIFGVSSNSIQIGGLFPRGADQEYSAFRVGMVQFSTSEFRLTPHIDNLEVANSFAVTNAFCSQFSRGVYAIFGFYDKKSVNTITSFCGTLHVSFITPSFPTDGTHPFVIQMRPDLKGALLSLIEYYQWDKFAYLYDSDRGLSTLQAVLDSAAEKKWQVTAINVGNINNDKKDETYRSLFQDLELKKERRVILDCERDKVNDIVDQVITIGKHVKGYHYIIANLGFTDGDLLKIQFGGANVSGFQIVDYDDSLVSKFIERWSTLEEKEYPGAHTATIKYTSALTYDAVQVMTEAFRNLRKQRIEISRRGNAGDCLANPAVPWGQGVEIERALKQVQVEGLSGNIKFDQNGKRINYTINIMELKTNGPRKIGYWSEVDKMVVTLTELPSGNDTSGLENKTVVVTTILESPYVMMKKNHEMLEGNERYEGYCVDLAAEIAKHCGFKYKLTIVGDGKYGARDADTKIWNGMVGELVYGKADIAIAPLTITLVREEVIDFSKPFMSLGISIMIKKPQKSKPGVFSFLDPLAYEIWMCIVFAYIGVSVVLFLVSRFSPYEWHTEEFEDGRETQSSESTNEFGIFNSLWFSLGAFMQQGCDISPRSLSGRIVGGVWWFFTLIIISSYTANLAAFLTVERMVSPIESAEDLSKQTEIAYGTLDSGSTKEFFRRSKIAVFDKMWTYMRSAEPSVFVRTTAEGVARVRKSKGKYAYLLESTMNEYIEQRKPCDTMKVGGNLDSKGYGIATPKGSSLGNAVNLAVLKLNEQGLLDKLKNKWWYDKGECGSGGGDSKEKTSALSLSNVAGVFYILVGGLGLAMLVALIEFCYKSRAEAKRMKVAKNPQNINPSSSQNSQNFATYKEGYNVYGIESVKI
# GluA2 TARP mod agonism max-min – also measured in GluA2 TARP mod; calls as there; compound max-min signal; compound-alone response (agonism);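 unitless range of fluorescence divided by baseline over first 100 seconds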
# GluA2 TARP mod glutamate slope – also measured in GluA2 TARP mod; calls as there; glutamate slope, % of max; measured here: glutamate response slope, % max;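 scaled per plate between vehicle wells and maximal 1 mM glutamate control wells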
# Starred values were filed as active, the others as inactive; i = inactive; + = active, no number.
# Value order: GluA2 TARP mod, GluA2 TARP mod agonism max-min, GluA2 TARP mod glutamate slope
CC(=O)Nc1nc2c(s1)CC(C)CC2 (stereo not drawn)
→ i, 0.054, 57
CSc1ncccc1C(=O)NCc1nn(C)c(=O)c2ccccc12
→ i, 0.15, 46
COc1cc(OC)cc(-c2noc(Cn3c(=O)[nH]c4cc5c(cc4c3=O)OCO5)n2)c1
→ i, 0.11, 55
CN1CCC(CNS(=O)(=O)c2cc(F)ccc2F)CC1
→ i, 0.085, 64
Cc1cc(C)c2sc(NC(=O)c3ccc4c(c3)OCO4)nc2n1
→ i, 0.13, 50
O=C(NCCCS(=O)(=O)N1CCN(c2ccc(F)cc2)CC1)NCc1cccs1
→ i, 0.1, 65
COc1ccc(NC(=O)c2cc(-c3cccs3)nc3c2c(C)nn3C2CCS(=O)(=O)C2)cc1 (stereo not drawn)
→ i, 0.042, 32
COc1ccc(C(=O)Nn2cnc3c(cnn3C(C)(C)C)c2=O)cc1
→ i, 0.057, 55
O=C(/C=C/c1ccco1)N1CCC(CNS(=O)(=O)c2cccs2)CC1
→ i, 0.071, 40
Cc1cc(C)nc(NC(=O)NCCCSc2nc(C)cc(C)n2)n1
→ i, 0.093, 48
O=C(Cc1cc(-c2ccc(Cl)cc2)on1)N1CCCC1
→ i, 0.044, 28
COc1cn(-c2ccc(F)cc2)nc1C(=O)Nc1ccc(Cl)cc1Cl
→ i, 0.095, 59
COc1ccc(CNC(=O)NCC(O)(c2cccs2)C2CC2)cc1 (stereo not drawn)
→ i, 0.084, 49
COCCNC(=O)CCCn1nc(-c2ccc(C)cc2)ccc1=O
→ i, 0.028, 32
COc1ccc(C(CNS(=O)(=O)c2ccc(F)cc2C)N2CCN(C)CC2)cc1 (stereo not drawn)
→ i, 0.054, 46
Cc1c(C(=O)NCCC(C)C)c(C(F)(F)F)nn1C1CCN(C(C)C)CC1
→ i, 0.084, 60
O=C(/C=C/c1ccccc1Cl)NCCCC(=O)Nc1cccc2cccnc12
→ i, 0.088, 69
COCCNC(=O)c1ccc2c(=O)n(CC(C)C)c(SCC(=O)c3c[nH]c4ccccc34)nc2c1
→ i, 0.12, 51
CCOC(=O)N1CCc2nc(NC(=O)C(C)(C)C)sc2C1
→ i, 0.094, 78
CC(=O)c1ccc(OC(=O)COc2c(C)ccc(C)c2C)cc1
→ i, 0.06, 31
COc1ccc(-c2ccc(=O)n(CC(=O)N3CCc4ccccc43)n2)cc1OC
→ i, 0.034, 44
CC1(C)CC(=O)C2=C(C1)Nc1ncnn1C2c1cccc(F)c1 (stereo not drawn)
→ i, 0.11, 52
Cn1c(=O)c2c(nc(N)n2CCCOc2ccccc2)n(C)c1=O
→ i, 0.11, 48
O=C(NCC1(O)CCCC1)C(=O)NC1CCCC1
→ i, 0.081, 64
c1cc(CSc2cc(N3CCCC3)ncn2)ccn1
→ i, 0.11, 64
O=C(NCCc1ccccc1)C(=O)NCC1CCN(c2ccccn2)CC1
→ i, 0.11, 60
O=C(Nc1ccc([N+](=O)[O-])cc1)C(=O)N1CCC(O)CC1
→ i, 0.1, 53
O=C(CSc1nnc(-c2ccncc2)o1)NCc1ccc2c(c1)OCO2
→ i, 0.041, 32
O=C(Nc1ccccc1C(F)(F)F)N1CCC(c2nnc(-c3ccco3)o2)CC1
→ i, 0.067, 61
COc1ccc2cc(C(=O)NCc3nn(C)c(=O)c4ccccc34)[nH]c2c1
→ i, 0.12, 45

# Four of these compounds, reformatted:
GluA2 TARP mod	GluA2 TARP mod agonism max-min	GluA2 TARP mod glutamate slope	molecule
i	0.084	49	COc1ccc(CNC(=O)NCC(O)(c2cccs2)C2CC2)cc1 (stereo not drawn)
i	0.028	32	COCCNC(=O)CCCn1nc(-c2ccc(C)cc2)ccc1=O
i	0.054	46	COc1ccc(C(CNS(=O)(=O)c2ccc(F)cc2C)N2CCN(C)CC2)cc1 (stereo not drawn)
i	0.084	60	Cc1c(C(=O)NCCC(C)C)c(C(F)(F)F)nn1C1CCN(C(C)C)CC1

# Next part:
# Value order: GluA2 TARP mod, GluA2 TARP mod agonism max-min, GluA2 TARP mod glutamate slope
CN(C)S(=O)(=O)c1ccc(NC(=O)Cn2cncn2)cc1
→ i, 0.1, 63
COc1ccccc1NC(=O)CSc1nnc(-c2ccc(OC)c(OC)c2)n1N
→ i, 0.064, 64
Cc1cccc(-n2nnc(C(=O)Nc3ccc(S(N)(=O)=O)cc3)c2C)c1
→ i, 0.022, 40
CCCn1c(NCC(C)C)nc2c1c(=O)n(C)c(=O)n2C
→ i, 0.12, 56
COc1ccc(OC)c(COCC(O)CN2CC(C)CC(C)C2)c1 (stereo not drawn)
→ i, 0.081, 55
O=C(Cc1cccs1)NCC1(c2ccccc2)CCOCC1
→ i, 0.084, 62
Cc1noc(C)c1S(=O)(=O)NCCn1nc(-c2ccccc2)n(C)c1=O
→ i, 0.065, 49
O=C(NCCOc1ccc2nnc(-c3cccc(F)c3)n2n1)c1ccc2c(c1)OCO2
→ i, 0.084, 60
Cc1cc(C(F)F)n2nc(C(=O)Nc3cc(Cl)ccc3Cl)nc2n1
→ i, 0.12, 37
COc1ccc(OC)c(NC(=O)/C=C/c2ccc(OC)c(OC)c2)c1
→ i, 0.085, 57
COc1ccc2nc(NC(=O)CCCS(=O)(=O)c3ccccc3)sc2c1
→ i, 0.12, 63
COc1ccc(NC(=O)CN2CCCN(Cc3cccc(C)c3)S2(=O)=O)c(OC)c1
→ i, 0.053, 62
COc1ccc(-c2csc(CN3CCN(C(=O)CC4CCCCC4)CC3)n2)cc1
→ i, 0.11, 51
CCCC(=O)N1CCN(S(=O)(=O)c2ccc(F)cc2)CC1
→ i, 0.077, 33
Cn1nnc2c(N3CCN(S(=O)(=O)c4ccccc4Cl)CC3)ncnc21
→ i, 0.1, 34
Cn1ccc(C(=O)Nc2ccc3c(c2)OCCO3)n1
→ i, 0.095, 65
COc1ccc(-n2nc3c(c2NC(=O)C(=O)NCCCO)CS(=O)(=O)C3)cc1
→ i, 0.13, 68
Cn1nnc2c(N3CCN(C(=O)COc4cccc(C(F)(F)F)c4)CC3)ncnc21
→ i, 0.055, 39
Cc1ccc(S(=O)(=O)N(CC(O)CN(C)CCO)c2ccc(F)cc2)cc1 (stereo not drawn)
→ i, 0.078, 57
COC(=O)c1ccc(C)c(-n2c(N)c(C(=O)NC3CCCCC3)sc2=S)c1
→ i, 0.12, 58
COCCNC(=O)NCCS(=O)(=O)N1CCN(c2ncccn2)CC1
→ i, 0.085, 66
COc1ccc(/C=C/C(=O)NCC2CCN(Cc3ccccc3SC)CC2)cc1OC
→ i, 0.082, 54
COc1ccc(S(=O)(=O)NCCCn2nc(-c3ccccc3)ccc2=O)cc1OC
→ i, 0.087, 59
Cc1ccc2nc(C3CCCN3)[nH]c2c1 (stereo not drawn)
→ i, 0.024, 51
CCOc1ccc(S(=O)(=O)Nc2ccc(N3CCCC3=O)c(OC)c2)cc1
→ i, 0.024, 58
CCN1C(=O)Cc2cc(NC(=O)c3cc(-c4ccccc4)on3)ccc21
→ i, 0.11, 63
O=C(CC1C(=O)NCCN1C(=S)NC(=O)C1CC1)OCC1CCCO1 (stereo not drawn)
→ i, 0.091, 48
Cc1ccc([N+](=O)[O-])cc1NC(=O)C(=O)NCC(c1cccs1)N(C)C (stereo not drawn)
→ i, 0.16, 84
O=C(NCC#CCN1CCc2ccccc2C1)c1ccc2nsnc2c1
→ i, 0.08, 51
COc1cccc(C(=O)NCCOc2cccc(C(F)(F)F)c2)c1OC
→ i, 0.098, 67

# Taken from above:
# Cc1ccc(S(=O)(=O)N(CC(O)CN(C)CCO)c2ccc(F)cc2)cc1 (stereo not drawn) – GluA2 TARP mod glutamate slope: 57
# COc1ccc(-c2csc(CN3CCN(C(=O)CC4CCCCC4)CC3)n2)cc1 – GluA2 TARP mod agonism max-min: 0.11

# Later entries:
# Value order: GluA2 TARP mod, GluA2 TARP mod agonism max-min, GluA2 TARP mod glutamate slope
COc1cc(NC(=O)Cc2csc(Nc3ccccc3)n2)cc(OC)c1OC
→ i, 0.12, 63
CC(C)n1ccc(C(=O)Nc2nc(-c3ccc(C#N)cc3)cs2)n1
→ i, 0.11, 64
O=C(CCn1c(=O)sc2ccccc21)NCCCN1CCOCC1
→ i, 0.046, 41
COc1ccc(SCCC(=O)Nc2nc3c(s2)CCCC3)cc1
→ i, 0.1, 68
O=C(c1cccs1)N1CCc2ccc(NS(=O)(=O)Cc3ccccc3)cc21
→ i, 0.049, 64
N#Cc1c(N)c(C(=O)c2cccc(Br)c2)n2ccccc12
→ i, 0.11, 69
O=C(CCc1ccccc1)Nc1ccc2c(c1)N(C(=O)C1CC1)CC2
→ i, 0.11, 70
COc1ccc(N2C(=O)CCS2(=O)=O)cc1S(=O)(=O)NCc1ccccc1
→ i, 0.073, 62
Cc1cc(NC(=O)c2cc(C3CC3)on2)sn1
→ i, 0.16, 76
Fc1ccccc1CSc1nnc(-c2ccncc2)o1
→ i, 0.04, 53
O=C(C1CCN(c2ccc(-c3ccc(F)cc3)nn2)CC1)N(Cc1ccccc1)c1ccccc1
→ i, 0.13, 69
CC(O)CSc1nc2c(c(=O)[nH]c(=O)n2C)n1CCCOc1ccccc1 (stereo not drawn)
→ i, 0.13, 52
CCN1CCCc2cc(CCNC(=O)C(=O)Nc3cccc(C)c3)ccc21
→ i, 0.076, -2
CC(C)(C)c1ccc(C(=O)NC(=S)Nc2ccc(S(N)(=O)=O)cc2)cc1
→ i, 0.045, 48
COc1ccccc1NC(=O)N1CCC(CNC(=O)c2ccc(Br)o2)CC1
→ i, 0.043, 36
COc1ccc(NC(=O)NCCCn2nc(-c3ccc(OC)cc3)ccc2=O)cc1
→ i, 0.084, 63
CSc1ccccc1C(=O)NCC1CCN(C(=O)c2snnc2C)CC1
→ i, 0.043, 30
OCc1nc2ccccc2n1Cc1c(F)cccc1Cl
→ i, 0.047, 4
O=C(CSc1ccc(NC(=O)C2CC2)nn1)Nc1cc(Cl)ccc1Cl
→ i, 0.11, 58
O=C(c1ccccc1)N1CCCc2cc(NS(=O)(=O)c3ccc(F)cc3)ccc21
→ i, 0.065, 67
O=C(Nc1cccc(C(F)(F)F)c1)c1ccc(=O)n(Cc2cccc([N+](=O)[O-])c2)c1
→ i, 0.12, 46
CCn1cc(NC(=O)N2CCCc3ccccc32)c2ccccc21
→ i, 0.15, 53
CCCC(O)c1nc2ccccc2n1CCOc1ccc(OC)cc1 (stereo not drawn)
→ i, 0.099, 59
O=C(Cn1cnc2nc(N3CCOCC3)ncc2c1=O)Nc1ccc(Cl)cc1
→ i, 0.092, 60
CC(CN1CCOCC1)C(=O)O (stereo not drawn)
→ i, 0.11, 60
CCNC(=O)C1Cc2ccccc2N1C(=O)COc1ccc2ccccc2c1 (stereo not drawn)
→ i, 0.043, 51
CCc1ccc2nc(N3CCN(C(=O)c4cc(C)n(C(C)C)n4)CC3)sc2c1
→ i, 0.076, 63
Cc1cc(C(=O)Nc2nc(-c3ccc(I)cc3)cs2)on1
→ i, 0.12, 37
O=C(Nc1ccc(SCCN2CCOCC2)nn1)c1cccc(F)c1
→ i, 0.11, 50
O=C(c1cccs1)N1CCC(c2nnc(-c3ccc(F)cc3)o2)CC1
→ i, 0.12, 57

# Other entries:
# Value order: GluA2 TARP mod, GluA2 TARP mod agonism max-min, GluA2 TARP mod glutamate slope
Cc1cc(NC(=O)C(=O)NCC2CCN(Cc3cccs3)CC2)c2ccccc2n1
→ i, 0.16, 61
CC1CN(c2ccccc2)c2nc3c(c(=O)n(CC(=O)O)c(=O)n3C)n2C1 (stereo not drawn)
→ i, 0.11, 58
CCOc1ccc(-c2ccc(=O)n(CCNC(=O)Nc3cc(C)ccc3OC)n2)cc1
→ i, 0.11, 39
Cc1ccc(Cl)c2sc(N(CCN3CCOCC3)C(=O)c3cccs3)nc12
→ i, 0.1, 57
Cc1cc(C)cc(N2C(=S)N(c3ccc([N+](=O)[O-])cc3)C3CS(=O)(=O)CC32)c1 (stereo not drawn)
→ i, 0.13, 61
O=C(NCc1ccco1)C1CCN(c2ccc(-c3ccc(F)cc3)nn2)CC1
→ i, 0.12, 73
COc1cccc(C(=O)NCCNC(=O)c2ccc(NC(=O)C(C)C)cc2)c1OC
→ i, 0.087, 38
O=C(NC1CCCC1)c1cc(N2C(=O)CCS2(=O)=O)ccc1Cl
→ i, 0.11, 78
CCOC(=O)Nc1cc(-c2ccccc2)nn1CCO
→ i, 0.1, 60
O=c1cc(-c2ccccc2Cl)oc2ccc(Br)cc12
→ i, 0.038, 57
COc1ccc(-n2c(C)c(C)n3c4c(=O)n(CCc5ccccc5)c(=O)n(C)c4nc23)c(OC)c1
→ i, 0.11, 66
Cc1nc2ccccc2n1CC1CCN(C(=O)NCc2cccs2)CC1
→ i, 0.11, 52
CC(C)(C)c1cc(-n2ccnc2)n2ncc(-c3ccc(Cl)cc3)c2n1
→ i, 0.1, 62
COc1ccc(C)c2sc(N(CCN3CCOCC3)C(=O)c3cc([N+](=O)[O-])ccc3Cl)nc12
→ i, 0.17, 58
CCc1ccc(C(=O)NCCNc2ccc(C)nn2)cc1
→ i, 0.15, 59
CCCN1CCCc2cc(CCNC(=O)c3ccc(OC)cc3)ccc21
→ i, 0.092, 58
Cc1ccccc1C(=O)N1CCN(c2ncnc3c2nnn3C)CC1
→ i, 0.074, 47
Cc1c(C)n2c3c(=O)n(C)c(=O)n(C)c3nc2n1CC(O)CO (stereo not drawn)
→ +, 0.25*, 58*
CN(C)/C=C1/S/C(=N/S(=O)(=O)c2ccccc2)N(C2CCCCC2)C1=O
→ i, 0.059, 51
CN(Cc1ccccc1)c1nc2c(c(=O)[nH]c(=O)n2C)n1CC(=O)O
→ i, 0.06, 39
Cc1noc(C2CN(C(=O)c3cccc(-n4cnnn4)c3)C2)n1
→ i, 0.14, 68
CCOc1cc(C)c(S(=O)(=O)NC(C)C)cc1C(C)C
→ i, 0.092, 69
O=C(Cc1cc(-c2ccc3c(c2)OCCO3)on1)N1CCN(c2ccccc2F)CC1
→ i, 0.028, 45

# Screening results as filed in PubChem.

# This is a subset, so the mix of outcomes need not match the whole.
